MEKK2 WT-MEK5: raises or lowers MEK5 binding to wildtype human MEKK2 PB1 domain | Q9Y2U5 | bead flow cytometry, Alexa488-MEK5 binding to MEKK2 WT; actives lie on both sides | binding response (% of control), % at 10 µM | actives 1.1% (n = 290,000); in the data active = binding response below about 67% or above about 130%
MEKK2 mut-MEK5: signal of MEK5 binding to mutant human MEKK2 PB1 domain. bead flow cytometry, Alexa488-MEK5 binding to MEKK2 mutant. percent response, % at 10 µM. actives 0.35% (n = 290,000). AID 1530; in the data active = percent response above about 24%, passing the limit was not always enough; note: inactives centre near 1; some results filed as inactive read as strong as hits; reference of the scale not given here
NALP1 inh: NALP1 inhibition. S. cerevisiae NALP1/ASC/caspase-1 growth, X-gal OD620, 72 h. inhibition, % at 10 µM. actives 0.61% (n = 280,000). AID 2071; in the data active = inhibition mostly above about 24%, no sharp cut-off; inactive = mostly below about 32%; note: some compounds called inactive have numbers as strong as hits
V1R ag counter: V1a receptor agonism, counter-screen for OXTR agonists | P37288 | CHO-V1R cells, Fluo-8 calcium fluorescence, agonist mode; 0% DMSO, 100% 3 nM vasopressin | activation, % at 3 µM | actives 0.25% (n = 320,000) | AID 2797;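 active = activation above the mean activation of all tested compounds plus 3 SD, per screening run, cut at about 20% in these data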;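 note: signal is peak over basal fluorescence ratio across a 100 second FLIPR read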
OXTR agonist: activates the human oxytocin receptor; CHO-OTR cells, Fluo-8 calcium fluorescence; normalized: DMSO 0%, oxytocin 100%; activation, % at 3 µM; actives 0.32% (n = 320,000); AID 2435;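 active = activation above the mean of all tested compounds plus 3 SD, cutoff set per screening run, cut at about 20% in these data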;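 note: peak over basal fluorescence ratio from a 100 s FLIPR kinetic read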
GPR7 antagonist: blocks human GPR7 receptor signaling; actives 1.1% (n = 290,000); inhibition, % at 4.4 µM; GPR7-expressing cells, fluorescence antagonist assay; in the data active = inhibition above about 16%, passing the limit was not always enough;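 note: cells stimulated with the agonist NPW; 0% = agonist with vehicle and 100% = vehicle without agonist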
MEKK3 PB1 HTS: MEKK3-MEK5 PB1 interaction, increase or decrease; bead-based flow cytometry, Alexa488-MEK5 binding to MEKK3; actives lie on both sides; 0 = blocked by unlabeled MEK5, 100 = vehicle; Q99759; binding response (% of control), % at 10 µM; actives 1.4% (n = 290,000);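 active = binding response more than 3 SD above or below the average of its plate-row segment, actives on both sides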;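 note: Alexa488 bead fluorescence after subtracting the streptavidin-only scavenger bead signal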
Target sequence (Q99759 whole entry, looked up): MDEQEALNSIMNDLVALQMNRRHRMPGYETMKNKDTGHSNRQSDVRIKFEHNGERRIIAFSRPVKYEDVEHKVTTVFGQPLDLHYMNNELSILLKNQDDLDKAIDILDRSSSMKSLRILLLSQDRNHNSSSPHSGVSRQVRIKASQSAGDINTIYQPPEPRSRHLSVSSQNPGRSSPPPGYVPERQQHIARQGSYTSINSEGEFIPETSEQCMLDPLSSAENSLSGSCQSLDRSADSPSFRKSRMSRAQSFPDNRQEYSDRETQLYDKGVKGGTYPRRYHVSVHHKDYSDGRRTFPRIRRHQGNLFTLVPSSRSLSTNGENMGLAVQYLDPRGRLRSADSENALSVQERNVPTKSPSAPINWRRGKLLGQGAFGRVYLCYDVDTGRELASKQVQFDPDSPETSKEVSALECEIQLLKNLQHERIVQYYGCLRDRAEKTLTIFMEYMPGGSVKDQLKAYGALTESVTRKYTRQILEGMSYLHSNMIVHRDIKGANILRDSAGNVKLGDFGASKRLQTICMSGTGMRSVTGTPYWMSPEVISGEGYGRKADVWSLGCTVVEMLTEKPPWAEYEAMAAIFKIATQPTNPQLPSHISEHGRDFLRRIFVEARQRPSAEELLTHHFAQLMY
GalR3 antagonist: blocks the human galanin receptor 3; actives 0.44% (n = 360,000); HEK293 GalR3-CNG cAMP membrane potential fluorescence; galR3 body fused to GalR1 C-terminus; inhibition, % at 3 µM;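 active = inhibition above the screen-wide average plus 3 SD, cut at about 13% in these data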;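 note: forskolin and galanin both at EC90 stimulate the cells; cAMP rise reported by CNG channel membrane potential dye signal; 0% = forskolin plus galanin with DMSO and 100% = forskolin alone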
PHOSPHO1 block: blocks human PHOSPHO1 phosphatase activity; recombinant PHOSPHO1, absorbance phosphatase assay; inhibition, % at 13.3 µM; actives 1.1% (n = 290,000); AID 1565; in the data active = inhibition above about 60%
* = called active by the depositor; / = no result given.

SMILES	MEKK2 WT-MEK5	MEKK2 mut-MEK5	NALP1 inh	V1R ag counter	OXTR agonist	GPR7 antagonist	MEKK3 PB1 HTS	GalR3 antagonist	PHOSPHO1 block
CN1CCN(C(=O)c2cc(=O)c3cc(Cl)cc(Cl)c3o2)CC1	113	8	10	-0.3	-0.5	2	109	-8	31
Cc1cc(NC(=O)CCC(=O)N(CC(=O)NCC2CCCO2)Cc2ccc(F)cc2)no1 (configuration not stated)	104	6	21	-0.7	-0.8	-15	114	1	2
CCCCC(=O)Nc1ccc(N2CCN(c3ccc(F)cc3)CC2)cc1	105	6	15	0.2	0.9	-14	107	-12	6
CCOC(CCNC(=O)CCC(=O)Nc1ccc2nc(N3CCN(C)CC3)cc(C)c2c1)OCC	105	5	23	-0.6	0.3	-9	101	-10	28
COc1cccc(NC(=O)N2CCCC(C(=O)Nc3ccccc3OC)C2)c1 (configuration not stated)	102	1	14	-1.2	-1.7	-6	99	-7	14
O=C(CSc1nc2cc(Cl)ccc2c(=O)n1Cc1ccco1)Nc1ccc(S(=O)(=O)N2CCOCC2)cc1	104	3	38	1.2	1.1	0	111	-4	-3
Cc1cccc(C)c1NC(=O)NC1(C(=O)NCc2ccncc2)CCCCC1	94	-2	15	0.2	1.4	5	99	-8	22
C/C(N)=C(/C#N)C(=O)CSc1nnc(Nc2ccccc2C)s1	97	-1	10	0.5	1.0	8	99	-2	1
COc1ccc(OCC(O)Cn2c(=N)n(CCN3CCOCC3)c3ccccc32)cc1 (configuration not stated)	107	5	-2	0.5	-1.0	-9	101	-5	3
C=CCOc1ccc(/C=N/N2C(=O)C(CC(=O)Nc3ccc(F)cc3F)SC2=NC)cc1 (configuration not stated)	101	0	/	1.0	1.0	-5	128*	-3	-19
CC1(C)CC(=O)C2=C(C1)OC(N)=C(C#N)C2c1ccsc1 (configuration not stated)	105	3	26	-0.2	0.6	2	102	-2	60
C=CCCCN(Cc1ccccc1)S(=O)(=O)c1ccccc1Br	94	1	-1	1.0	-0.5	/	106	-7	-1
CCc1ccc(N(CC(=O)N2CCOCC2)S(C)(=O)=O)cc1	101	2	-15	-0.7	0.3	-16	96	-6	13
Cc1ccc2c(c1)cc1c(=O)n(CC(=O)N3CCCC3)nc(C)n12	100	3	8	-0.5	-1.4	-6	96	/	41
O=C(Cn1cc([N+](=O)[O-])cn1)N1CCCc2ccccc21	93	-6	2	-0.2	-0.3	-14	97	9	64*
C=COCCNC(=S)N1CCOCCOCCN(C(=S)NCCOC=C)CCOCCOCC1	104	7	-14	-0.4	-0.5	2	105	-4	-42
CCn1c(COc2ccc(OC)cc2)nnc1SCc1nc2ccccc2c(=O)[nH]1	99	-2	6	0.6	0.0	-10	93	/	-16
CCCNC(=O)CSc1nnc(-c2ccccc2Br)n1-c1cccc(C(F)(F)F)c1	106	13	18	-0.6	-1.7	5	103	-4	-2
CN1C(C)(C)CC(NC(=O)c2ccco2)CC1(C)C	101	4	4	-0.3	0.0	-4	98	4	16
O=C(COC(=O)Cc1ccsc1)Nc1ccc(Cl)c(S(=O)(=O)N2CCOCC2)c1	97	-1	26	6.3	12	-2	91	-5	-12
O=C(Nc1ccc(Br)cn1)c1ccc([N+](=O)[O-])cc1Cl	104	3	-2	-0.8	-1.8	-4	98	-3	-3
O=NNc1nc2ccccc2n1Cc1ccccc1	105	14	-2	0.9	0.9	7	104	-10	-58
CCOc1ccc(-n2c(O)c(/C=N/Nc3nc(C)cc(C)n3)c3ccccc3c2=O)cc1	72	-16	0	0.0	-0.2	12	77	-1	-12
O=c1c2c(-c3ccccc3)csc2ncn1/N=C/c1ccc(O)c([N+](=O)[O-])c1	91	-4	-12	-0.5	-0.8	-2	95	-3	-10
CCCC/C(=N\NC(=O)c1ccc(Br)o1)c1ccccc1	99	2	21	-0.7	-0.7	0	98	5	-3

Some of the entries above, set out differently.
Sequence of screens – MEKK2 WT-MEK5	MEKK2 mut-MEK5	NALP1 inh	V1R ag counter	OXTR agonist	GPR7 antagonist	MEKK3 PB1 HTS	GalR3 antagonist	PHOSPHO1 block
CCc1ccc(N(CC(=O)N2CCOCC2)S(C)(=O)=O)cc1
→ 101	2	-15	-0.7	0.3	-16	96	-6	13
Cc1ccc2c(c1)cc1c(=O)n(CC(=O)N3CCCC3)nc(C)n12
→ 100	3	8	-0.5	-1.4	-6	96	/	41
O=C(Cn1cc([N+](=O)[O-])cn1)N1CCCc2ccccc21
→ 93	-6	2	-0.2	-0.3	-14	97	9	64*
C=COCCNC(=S)N1CCOCCOCCN(C(=S)NCCOC=C)CCOCCOCC1
→ 104	7	-14	-0.4	-0.5	2	105	-4	-42
CCn1c(COc2ccc(OC)cc2)nnc1SCc1nc2ccccc2c(=O)[nH]1
→ 99	-2	6	0.6	0.0	-10	93	/	-16
CCCNC(=O)CSc1nnc(-c2ccccc2Br)n1-c1cccc(C(F)(F)F)c1
→ 106	13	18	-0.6	-1.7	5	103	-4	-2
CN1C(C)(C)CC(NC(=O)c2ccco2)CC1(C)C
→ 101	4	4	-0.3	0.0	-4	98	4	16
O=C(COC(=O)Cc1ccsc1)Nc1ccc(Cl)c(S(=O)(=O)N2CCOCC2)c1
→ 97	-1	26	6.3	12	-2	91	-5	-12
O=C(Nc1ccc(Br)cn1)c1ccc([N+](=O)[O-])cc1Cl
→ 104	3	-2	-0.8	-1.8	-4	98	-3	-3
O=NNc1nc2ccccc2n1Cc1ccccc1
→ 105	14	-2	0.9	0.9	7	104	-10	-58
CCOc1ccc(-n2c(O)c(/C=N/Nc3nc(C)cc(C)n3)c3ccccc3c2=O)cc1
→ 72	-16	0	0.0	-0.2	12	77	-1	-12
O=c1c2c(-c3ccccc3)csc2ncn1/N=C/c1ccc(O)c([N+](=O)[O-])c1
→ 91	-4	-12	-0.5	-0.8	-2	95	-3	-10

Not a hit list, and some 5.4% of all compounds hit somewhere here.
